RmlCD inh 1536: M. tuberculosis RmlC/RmlD inhibition. inhibition, % at 3.6 µM. RmlC+RmlD coupled enzyme assay, percent inhibition; primary screen in compound mixtures. actives 0.03% (n = 160,000); in the data active = inhibition mostly above about 34%, no sharp cut-off; also: some results filed as inactive read as strong as hits
Target sequence (P9WH09 whole entry, looked up): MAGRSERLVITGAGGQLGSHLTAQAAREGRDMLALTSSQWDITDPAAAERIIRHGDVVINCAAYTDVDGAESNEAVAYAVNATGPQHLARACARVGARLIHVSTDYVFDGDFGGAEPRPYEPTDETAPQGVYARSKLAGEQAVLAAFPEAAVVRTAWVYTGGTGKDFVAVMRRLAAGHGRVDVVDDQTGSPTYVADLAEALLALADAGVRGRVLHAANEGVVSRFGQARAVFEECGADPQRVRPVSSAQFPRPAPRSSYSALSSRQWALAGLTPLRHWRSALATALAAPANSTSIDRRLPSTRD
Target sequence (P9WH11 whole entry, looked up): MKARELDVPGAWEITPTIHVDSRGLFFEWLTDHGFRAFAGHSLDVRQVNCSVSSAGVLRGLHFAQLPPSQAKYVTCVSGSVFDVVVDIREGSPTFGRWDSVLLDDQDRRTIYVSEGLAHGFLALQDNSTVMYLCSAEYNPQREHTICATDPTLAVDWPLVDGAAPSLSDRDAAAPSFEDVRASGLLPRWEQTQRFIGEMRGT
GlmU inhibition: inhibition of mycobacterial GlmU enzyme – biochemical, glucosamine-1-phosphate acetyltransferase (AID 1376); M. tuberculosis GlmU acetyltransferase enzyme assay; higher % means a stronger effect; one-dose inhibition, %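 (tested at 30 µM in the primary screen)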; IC50 in µM for titrated hits; actives 0.25% (n = 220,000); in the data active = inhibition above about 13%;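 also: 0% = complete reaction with vehicle and 100% = reaction without substrate; strong numbers were not always called active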
Active calls of the source: *; · = not tested or not shown. Not all compounds are listed (hit frequency here may not be typical).

canonical_smiles | RmlCD inh 1536 | GlmU inhibition
COc1ccc(CCN2C(=O)CC(Sc3ncccc3C(=O)O)C2=O)cc1OC (stereo unspecified) | · | 2.1%
CN(NS(C)(=O)=O)c1c(C#N)c(C(F)(F)F)nn1C | -11 | -0.5%
CCCn1c(SCC(=O)NC2CCCCC2C)n[nH]c1=O (stereo unspecified) | 11 | 3.0%
Cc1ccc(-n2nc(C)c(NS(=O)(=O)c3ccccc3)c2C)cc1C | · | 0.4%
CC1Cc2nc(SCC(=O)Nc3ccc4c(c3)OCO4)n(-c3ccc(F)cc3)c(=O)c2S1 (stereo unspecified) | · | -1.9%
COc1cccc2cc(C(=O)c3ccc([N+](=O)[O-])cc3)oc12 | · | 1.1%
CCCCN=C(C)c1c(O)c2ccccc2oc1=O | 3 | 0.6%
CCN1CCN(C(=O)c2ccccc2N(Cc2ccccc2)S(=O)(=O)c2ccc(C)cc2)CC1 | 12 | -2.7%
COc1ccc(N2CC(=O)N(c3ccccc3)C2=S)cc1 | -10 | 1.7%
CCCCCCCC(=O)Nc1ccc(S(=O)(=O)Nc2nccs2)cc1 | · | 5.9%
c1ccc(Cc2nnc(-c3ccccc3)o2)cc1 | 4 | 3.4%
O=C(NNC(=O)C1CCN(c2ncccn2)CC1)c1ccncc1 | -5 | 0.6%
Cc1ccc(CSc2nnc(-c3ccc(NS(=O)(=O)c4ccccc4)cc3)o2)cc1 | 4 | -2.8%
O=C(COc1cccc2cccnc12)N/N=C/c1cccn1-c1ccc(F)cc1 | 3 | 5.1%
COc1ccc(-c2nc(C#N)c(N3CCOCC3)o2)cc1OC | -5 | -0.5%
CCN(CC)S(=O)(=O)c1ccc(S(=O)(=O)N2CCCC2C(=O)O)cc1 (stereo unspecified) | -6 | 6.6%
CCC(=O)Nc1sc(C(=O)OC)c(C)c1C(=O)OC | 27 | 2.2%
CCOc1ccc(C(=O)NCC(=O)OCC(=O)N2CCC(C)CC2)cc1 | · | -4.8%
CCN1C(=O)N(C)[C@@H](c2ccccc2)C(C(=O)OC)=C1C | · | 0.2%
O=C(Nc1ccc(Cl)cc1)c1csc(-c2ccncc2)n1 | -15 | -0.6%
CN(C)CCCNC(=O)c1cc(C(=O)C2CCCCC2)c[nH]1 | -11 | -6.2%
Cc1cccc(C=Nc2ccc3c4c(cccc24)CC3)c1O | 0 | 0.4%
C=CCSc1n[nH]c(-c2ccccc2)n1 | 2 | -2.0%
O=[N+]([O-])c1ccc(/C=C/c2ccncc2)cc1 | · | -0.5%
Cc1cccc(-c2noc(CN(C(=O)/C=C/c3ccccc3Cl)C(C)C)n2)c1 | · | -5.2%

In a second layout: 19 of the compounds above.
Below each compound: RmlCD inh 1536	GlmU inhibition
- CN(NS(C)(=O)=O)c1c(C#N)c(C(F)(F)F)nn1C
→ -11	-0.5%
- CCCn1c(SCC(=O)NC2CCCCC2C)n[nH]c1=O (stereo unspecified)
→ 11	3.0%
- Cc1ccc(-n2nc(C)c(NS(=O)(=O)c3ccccc3)c2C)cc1C
→ ·	0.4%
- CC1Cc2nc(SCC(=O)Nc3ccc4c(c3)OCO4)n(-c3ccc(F)cc3)c(=O)c2S1 (stereo unspecified)
→ ·	-1.9%
- COc1cccc2cc(C(=O)c3ccc([N+](=O)[O-])cc3)oc12
→ ·	1.1%
- CCCCN=C(C)c1c(O)c2ccccc2oc1=O
→ 3	0.6%
- CCN1CCN(C(=O)c2ccccc2N(Cc2ccccc2)S(=O)(=O)c2ccc(C)cc2)CC1
→ 12	-2.7%
- COc1ccc(N2CC(=O)N(c3ccccc3)C2=S)cc1
→ -10	1.7%
- CCCCCCCC(=O)Nc1ccc(S(=O)(=O)Nc2nccs2)cc1
→ ·	5.9%
- c1ccc(Cc2nnc(-c3ccccc3)o2)cc1
→ 4	3.4%
- O=C(NNC(=O)C1CCN(c2ncccn2)CC1)c1ccncc1
→ -5	0.6%
- Cc1ccc(CSc2nnc(-c3ccc(NS(=O)(=O)c4ccccc4)cc3)o2)cc1
→ 4	-2.8%
- O=C(COc1cccc2cccnc12)N/N=C/c1cccn1-c1ccc(F)cc1
→ 3	5.1%
- COc1ccc(-c2nc(C#N)c(N3CCOCC3)o2)cc1OC
→ -5	-0.5%
- CCN(CC)S(=O)(=O)c1ccc(S(=O)(=O)N2CCCC2C(=O)O)cc1 (stereo unspecified)
→ -6	6.6%
- CCC(=O)Nc1sc(C(=O)OC)c(C)c1C(=O)OC
→ 27	2.2%
- CCOc1ccc(C(=O)NCC(=O)OCC(=O)N2CCC(C)CC2)cc1
→ ·	-4.8%
- CCN1C(=O)N(C)[C@@H](c2ccccc2)C(C(=O)OC)=C1C
→ ·	0.2%
- O=C(Nc1ccc(Cl)cc1)c1csc(-c2ccncc2)n1
→ -15	-0.6%

Carrying on.
canonical_smiles | RmlCD inh 1536 | GlmU inhibition
Cc1ccc(-n2nc(CN3CCOCC3)c(-c3ccccc3)c2N)cc1Cl | -16 | -2.4%
CC(CCc1ccccc1)NC(=O)CN(C)Cc1ccccc1F (stereo unspecified) | 8 | 7.1%
Cc1c(NC(=S)N2CCN(c3ccc(F)cc3)CC2)c(=O)n(-c2ccccc2)n1C | -8 | 2.0%
Cc1cccc(-c2nc3sc(C)cc3c(=O)o2)c1 | 4 | 3.3%
Cc1nn(CC(=O)OCC(=O)Nc2c(C(C)C)cccc2C(C)C)c(C)c1[N+](=O)[O-] | 0 | -1.1%
Cc1ccc(NC(=O)C(C)OC(=O)CCNS(=O)(=O)c2ccc(C)cc2)cc1 (stereo unspecified) | 7 | 1.5%
Cc1ccc(C(=O)CC(=O)c2cc(Cl)ccc2O)cc1 | 7 | -2.9%
CC1C(=O)NN=C1C(=O)N/N=C\C(Br)=C\c1ccccc1 (stereo unspecified) | -8 | 4.7%
Cn1c(=O)c2c(ncn2CCC(=O)N/N=C/c2ccccc2)n(C)c1=O | · | 3.6%
O=C(CS(=O)(=O)c1cn(Cc2ccccc2Cl)c2ccccc12)N1CCOCC1 | · | -6.1%
CC(C)(CN=C1NS(=O)(=O)c2ccccc21)CNC(=O)CN1C(=O)c2ccccc2C1=O | 3 | 1.0%
Cc1ccc(C(=O)N(CN2CCCC2=O)c2ccccc2)cc1C | · | 5.0%
CC1CN(C(=S)NC(=O)C2CCCCC2)CC(C)O1 (stereo unspecified) | 4 | 1.4%
COc1cc(/C=N\Nc2nc3ccccc3o2)cc(OC)c1OC | · | -1.3%
N#CC1=C(Nc2ccccc2)SC=C(c2ccc(Br)cc2)N=C1N1CCOCC1 | · | -1.0%
Cc1ccc(Cn2ccc(O)c(Cc3ccccc3)c2=O)cc1 | · | -0.1%
COc1ccc(-c2[nH]c(-c3ccc(C)cc3)nc2SCC(=O)NC2CCCC2)cc1 | · | -1.5%
Cc1cc(C)cc(OCC(=O)NC2CCCc3ccccc32)c1 (stereo unspecified) | 43 | 3.4%
O=C(Oc1ccccc1-c1nnco1)c1ccccc1 | 14 | 1.1%
Nc1cccc(S(=O)(=O)Nc2ccc(SC(F)F)cc2)c1 | 9 | 6.1%
CC(=O)c1cccc(N(CC(=O)Nc2cccnc2)S(C)(=O)=O)c1 | · | -1.8%
Cc1cc(=O)[nH]c(SCc2nc3ccc([N+](=O)[O-])cc3[nH]2)n1 | -11 | 2.2%
COc1cc(NC(=O)c2cc3c(=O)n(C)c4ccccc4c3n2C)cc(OC)c1OC | 6 | 8.0%
CN(CC(=O)N1CC(=O)N(CCc2ccccc2)C(=O)C1)S(=O)(=O)c1cccc2nsnc12 | · | -1.2%
CCC(C)(C(=O)NC1CCCC1)N(C(=O)CNC(C)=O)c1ccc(C)cc1 (stereo unspecified) | -9 | -0.8%
CCOC(=O)Cn1nc(-c2ccccc2)c2ccccc2c1=O | 5 | 1.1%
Cc1nc(-c2nc(CC(=O)NNC(=O)c3ccc(Cl)cc3)cs2)cs1 | -13 | -1.1%
CCOc1ccc(NC(=O)CSc2nnc(C)n2CCCOC)cc1 | · | 0.3%
COc1cc(S(=O)(=O)N(Cc2cccnc2)Cc2cccc(OC)c2OC)ccc1-n1cnnn1 | 5 | 3.3%
CC(=O)Nc1cccc(NC(=O)CSc2nc(C)c(C)c(C)c2C#N)c1 | · | 3.5%
CCCC(=O)Nc1cccc(NC(=O)c2ccccc2Br)c1 | 7 | 2.6%
c1cc(-c2nsc(-c3ccncc3)n2)ccn1 | 3 | 4.1%
O=C(CCC(=O)OCC(=O)c1cccc([N+](=O)[O-])c1)Nc1ccccc1Cl | 10 | -2.1%
COC(=O)C1=CN(C(C)C)C=C(C(=O)OC)C1c1cc(Br)c(OC)c(OC)c1 | 15 | 3.0%
CC1CCCCN1C(=O)Cn1nnc(-c2cccnc2)n1 (stereo unspecified) | 7 | -0.2%
O=C1NC(=O)N(Cc2ccc(F)cc2)C(=O)/C1=C\c1ccc([N+](=O)[O-])s1 | -14 | 6.2%
Cc1nc2c(C(=O)N3CCCCC3)cnn2c(C)c1Cc1ccccc1F | 12 | -0.1%
CCOc1ccc(C(=O)Nc2cc(S(=O)(=O)Nc3ccccc3Cl)ccc2N2CCOCC2)cc1 | -6 | 0.9%
Cc1cc2nn(-c3ccccc3)nc2cc1NC(=O)c1cccs1 | · | -1.0%
COc1ccc2c(c1)[nH]c(=O)c1sc3ccccc3c12 | · | 1.2%
CCN(CC)S(=O)(=O)c1cccc(C(=O)N[C@H](C(=O)Nc2nc3ccc(F)cc3s2)C(C)C)c1 | -2 | 2.0%
CC(=O)C1=NOC(CNc2ncc(C(F)(F)F)cc2Cl)C1 (stereo unspecified) | 9 | -5.6%
CCn1c(CCNC(=O)c2cccs2)nnc1SCC(=O)Nc1ccc(Cl)cc1 | · | 0.0%
O=C(Nc1cccc2ccccc12)C1CCN(C(=O)Cc2ccccc2)CC1 | · | 0.7%
COCC(=O)n1nc(-c2ccc(C)cc2)nc1NCc1ccc(F)cc1 | -8 | 4.4%
Cc1cccc(N=C2NC(=O)/C(=C/c3cccnc3)S2)c1 | 0 | 8.5%
CCOc1ccc(C(=O)NC(=S)Nc2ccccn2)cc1[N+](=O)[O-] | · | -8.0%
CCOc1ccccc1N(CC(=O)Nc1cccnc1)S(=O)(=O)c1ccc(C)cc1 | -12 | 4.2%
CCOc1ccccc1N1CCN(C(=O)Nc2ccc(F)c(Cl)c2)CC1 | -19 | 0.1%
CC(=O)N1N=C(c2cccs2)CC1c1cc2cc(C)ccc2nc1Cl (stereo unspecified) | · | -2.8%

Entries from the list above that contain a CF3 group, in the order listed:
canonical_smiles | RmlCD inh 1536 | GlmU inhibition
CN(NS(C)(=O)=O)c1c(C#N)c(C(F)(F)F)nn1C | -11 | -0.5%
CC(=O)C1=NOC(CNc2ncc(C(F)(F)F)cc2Cl)C1 (stereo unspecified) | 9 | -5.6%

Next part
> Cc1cc(Cl)c(OCCCCN2CCOCC2)c(Br)c1
  RmlCD inh 1536: · | GlmU inhibition: 3.8%
> Cc1nc(Nc2nc(CSc3nc4ccccc4[nH]3)cc(=O)[nH]2)nc2ccccc12
  RmlCD inh 1536: -6 | GlmU inhibition: -0.1%
> COc1cccc(CNS(=O)(=O)c2ccc(S(=O)(=O)N3CCCC3)cc2)c1
  RmlCD inh 1536: -13 | GlmU inhibition: 9.6%
> Cc1cc(C(F)F)nn1CC(=O)N1CCSCC1
  RmlCD inh 1536: · | GlmU inhibition: -3.8%
> CC(=O)Nc1ccc2c(CN3C(=O)NC(C)(c4ccc(C)cc4)C3=O)cc(=O)oc2c1 (stereo unspecified)
  RmlCD inh 1536: -6 | GlmU inhibition: 1.8%
> CCOC(=O)c1c(C)n(C)c2c(C)cc(O)c(OC(=O)CC)c12
  RmlCD inh 1536: -8 | GlmU inhibition: 3.9%
> CCC(=O)N1N=C2C3CCN(CC3)C2C1c1ccccc1 (stereo unspecified)
  RmlCD inh 1536: -9 | GlmU inhibition: 6.7%
> CCCSc1nnc(CNC(=O)C23CC4CC(CC(C4)C2)C3)n1Cc1ccccc1
  RmlCD inh 1536: 13 | GlmU inhibition: -6.8%
> O=[N+]([O-])c1cc(/C=N/Nc2nc(N3CCCCC3)nc(N3CCCCC3)n2)ccc1O
  RmlCD inh 1536: 7 | GlmU inhibition: -3.8%
> COc1cc2cc(Oc3ccc4ccc(=O)oc4c3)c(=O)oc2cc1OC(=O)/C=C/c1ccccc1
  RmlCD inh 1536: -1 | GlmU inhibition: 1.9%
> CN(C)N1C(N)=C(C#N)C(c2cccs2)C2=C1CC(C)(C)CC2=O (stereo unspecified)
  RmlCD inh 1536: -2 | GlmU inhibition: -3.5%
> O=C(Cc1ccccc1)Nc1ccc(Br)c(Cl)c1
  RmlCD inh 1536: 3 | GlmU inhibition: 0.6%
> CCCc1[nH]nc2c1C(c1cn[nH]c1-c1ccc(F)cc1)C(C#N)=C(N)O2 (stereo unspecified)
  RmlCD inh 1536: -4 | GlmU inhibition: -6.8%
> CCC(C)NC(=O)CCCc1ccccc1 (stereo unspecified)
  RmlCD inh 1536: 46 | GlmU inhibition: -0.8%

High-throughput results: PubChem BioAssay, several laboratories
